Screening data (PubChem BioAssay)
SNCA expr inh: reduces expression of the alpha-synuclein gene | HEK-293 SNCA-luciferase knock-in, luminescence, 24 h | Potency, µM (series often up to 57.2 µM), without a hit: top-dose activity change, negative = inhibition, usual class: inhibitors | 140,000 compounds, 0.17% hits;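 note: potency is the fitted concentration of half-maximal effect; plate controls were DMSO cells for no effect and cell-free wells for full effect; nearly all actives have a fitted effect of over 45% in size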
HEK293 tox: HEK 293 cell cytotoxicity; HEK 293 viability, ATP luminescence (CellTiter-Glo), 48-72 h; Potency, µM (highest dose often 115 µM), for inactives: top-dose activity change, negative = cytotoxicity, usual class: inhibitors; 94,000 compounds, 6.6% hits; AID 1345083; note: potency is the fitted concentration of half-maximal effect; nearly all actives have a fitted effect of over 60% in size
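Cytotoxicity was scored by loss of ATP-coupled luminescence (CellTiter-Glo) in HEK 293 cells. Compound treatment ran 48 or 72 hr at 37 degree Celsius, 5% CO2, 95% humidity.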
NIH3T3 tox: kills NIH 3T3 cells; NIH 3T3 viability, CellTiter-Glo ATP luminescence, 48-72 h; Potency, µM (highest dose often 96.7 µM), inactives show top-dose activity change, negative = cytotoxicity, actives largely listed as inhibitors; AID 1345082; 94,000 compounds, 4.3% hits; note: potency is the fitted concentration of half-maximal effect; nearly all actives have a fitted effect of over 55% in size
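Mouse fibroblast NIH 3T3 cells, 400 per well, received compound via pintool and were incubated for 48 or 72 hr prior to CellTiter-Glo ATP luminescence measurement.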
FLuc inh: Photinus pyralis luciferase inhibition. Potency, µM (doses to about 115 µM), for the others: at the top dose activity change, negative = inhibition, usual class: inhibitors. purified P. pyralis luciferase, luminescence, biochemical. 76,000 compounds, 2.5% hits. P08659; note: potency is the fitted concentration of half-maximal effect; nearly all actives have a fitted effect of over 65% in size
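Cell-free enzyme assay, 10nM P. pyralis luciferase, luciferin and ATP each at 10uM. Inhibition profiled over a 6-point titration, read as luminescence.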
HEK293 viab: cell viability loss counter-screen | HEK-293-SNCA-luc viability, GF-AFC fluorescence, 24 h | Potency, µM (top dose mostly 57.1 µM), without a hit: at the highest dose activity change, negative = cytotoxicity, actives largely listed as cytotoxic | 150,000 compounds, 0.12% hits | AID 1671193;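 note: potency is the fitted concentration of half-maximal effect; 0% = DMSO-treated cells and -100% = medium-only wells without cells; nearly all actives have a fitted effect of over 30% in size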
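Cytotoxicity counterscreen: after 24 h compound treatment of genome-edited SNCA-luciferase HEK-293 cells, live-cell protease substrate GF-AFC read by fluorescence after 30 min; activity scaled between DMSO (0%) and medium-only (-100%), curves Hill-fitted.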
GPT2 inh: inhibitors of human GPT2 alanine aminotransferase; Q8TD30; Recombinant GPT2, coupled pyruvate oxidase/HRP Amplex Red fluorescence; Potency, µM (doses to about 57.7 µM), for the others: at the top dose activity change, negative = inhibition, most hits filed as inhibitors; 100,000 compounds, 0.25% hits; AID 1671188; note: potency is the fitted concentration of half-maximal effect; nearly all actives have a fitted effect of over 60% in size; many of its hits are not listed in these tables
Target sequence (Q8TD30 whole entry, looked up): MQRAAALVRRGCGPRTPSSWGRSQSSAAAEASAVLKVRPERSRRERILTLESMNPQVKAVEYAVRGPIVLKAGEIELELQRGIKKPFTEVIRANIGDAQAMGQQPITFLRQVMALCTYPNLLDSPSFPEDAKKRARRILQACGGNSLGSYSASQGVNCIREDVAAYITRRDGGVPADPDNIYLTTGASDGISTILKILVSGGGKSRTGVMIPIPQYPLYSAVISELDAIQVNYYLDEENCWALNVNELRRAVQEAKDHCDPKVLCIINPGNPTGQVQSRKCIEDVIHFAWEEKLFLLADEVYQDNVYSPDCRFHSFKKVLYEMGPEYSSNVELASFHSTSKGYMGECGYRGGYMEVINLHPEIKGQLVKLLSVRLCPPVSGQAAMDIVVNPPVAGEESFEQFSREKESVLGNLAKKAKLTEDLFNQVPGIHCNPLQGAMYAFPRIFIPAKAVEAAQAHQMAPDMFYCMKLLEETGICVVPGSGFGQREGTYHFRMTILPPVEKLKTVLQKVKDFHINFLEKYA
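GPT2 10ng/uL, a-KG 250uM, L-Ala 2mM, HEPES pH7.5 + 0.0001% Tween; 30 min RT. Then Amplex mix (PO/HRP/ThPP), 30 min RT dark, fluorescence. AOA 50uM used as positive control.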
IP6K1 inh: IP6K1 kinase inhibition; AID 1645851; Q92551; 140,000 compounds, 0.81% hits; IP6K1 kinase, ADP-Glo luminescence, 2 h; hits give low values; activity change, % (series mostly up to about 58 µM); in the data active = activity change below about -25%
Target sequence (Q92551 whole entry, looked up): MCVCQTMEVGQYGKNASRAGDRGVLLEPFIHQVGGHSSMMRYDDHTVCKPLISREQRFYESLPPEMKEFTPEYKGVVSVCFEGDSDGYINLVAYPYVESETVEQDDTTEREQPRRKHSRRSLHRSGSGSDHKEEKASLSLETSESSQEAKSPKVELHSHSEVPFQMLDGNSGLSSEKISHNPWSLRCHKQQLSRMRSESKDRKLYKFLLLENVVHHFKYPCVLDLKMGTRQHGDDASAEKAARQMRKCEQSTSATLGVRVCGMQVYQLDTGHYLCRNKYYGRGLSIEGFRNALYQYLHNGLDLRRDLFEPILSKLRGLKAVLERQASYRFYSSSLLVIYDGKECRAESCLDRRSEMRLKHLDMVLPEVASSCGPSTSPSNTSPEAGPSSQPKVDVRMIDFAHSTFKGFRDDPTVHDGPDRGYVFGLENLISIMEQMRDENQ
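ADP-Glo luminescence measures ADP made by human IP6K1 during a 2 h RT reaction with ATP/IP6 (mix at 1.3 mM/130 uM); top library doses 57.5 and 19.1 uM final.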
Numbers without * were called inactive; [ ] = dose if it differs, or a comment. Unless noted, calls come from the whole dose curve; as a rule, active = well fitted curve in the direction sought with a large enough effect; inconclusive = small, poorly fitted or top-dose-only effect, or another doubt; inactive = no such curve, though single readings can be large; an effect the other way counts as inactive or inconclusive. Unless noted, % is set by controls: 0 for no effect and ±100 for the full control effect. This is a subset, so the mix of outcomes need not match the whole.

The opening four compounds, to show the layout:
What do the screens show for `CC1=C(C(=O)NCc2cccc(F)c2)C2(CCCCCC2)OC1=O`?
SNCA expr inh: 49%[activator]; HEK293 viab: 8%; IP6K1 inh: -1

Results for CN(Cc1ccc2nsnc2c1)C(=O)c1ccc(N2CCCC2=O)cc1 ?
SNCA expr inh: 1%; HEK293 tox: -36%; NIH3T3 tox: -25%; FLuc inh: 12%; HEK293 viab: -6%; GPT2 inh: inactive; IP6K1 inh: 21

Results for O=Cc1ccccc1-c1ccc(OC(F)(F)F)cc1 ?
SNCA expr inh: 5%[87.6 µM]; HEK293 tox: -26%[287 µM]; NIH3T3 tox: inconclusive; HEK293 viab: 3%[87.6 µM]; GPT2 inh: inconclusive; IP6K1 inh: 4

How did CCS(=O)(=O)NCc1nc(-c2ccc(C)cc2)c(-c2ccccn2)[nH]1 do in these assays?
SNCA expr inh: -5%; HEK293 tox: inconclusive; NIH3T3 tox: inconclusive; FLuc inh: 0%; HEK293 viab: -12%; GPT2 inh: inconclusive; IP6K1 inh: -1

This part in full, from the first entry:
What do the screens show for `CC1=C(C(=O)NCc2cccc(F)c2)C2(CCCCCC2)OC1=O`?
SNCA expr inh: 49%[activator]; HEK293 viab: 8%; IP6K1 inh: -1

Results for CN(Cc1ccc2nsnc2c1)C(=O)c1ccc(N2CCCC2=O)cc1 ?
SNCA expr inh: 1%; HEK293 tox: -36%; NIH3T3 tox: -25%; FLuc inh: 12%; HEK293 viab: -6%; GPT2 inh: inactive; IP6K1 inh: 21

Results for O=Cc1ccccc1-c1ccc(OC(F)(F)F)cc1 ?
SNCA expr inh: 5%[87.6 µM]; HEK293 tox: -26%[287 µM]; NIH3T3 tox: inconclusive; HEK293 viab: 3%[87.6 µM]; GPT2 inh: inconclusive; IP6K1 inh: 4

How did CCS(=O)(=O)NCc1nc(-c2ccc(C)cc2)c(-c2ccccn2)[nH]1 do in these assays?
SNCA expr inh: -5%; HEK293 tox: inconclusive; NIH3T3 tox: inconclusive; FLuc inh: 0%; HEK293 viab: -12%; GPT2 inh: inconclusive; IP6K1 inh: -1

How did O=C1CO[C@H]2CN(Cc3ccc4c(c3)OCO4)C[C@H]2N1Cc1ccc(F)cc1 do in these assays?
SNCA expr inh: inconclusive; HEK293 tox: inconclusive; NIH3T3 tox: inconclusive; FLuc inh: -18%[172 µM]; HEK293 viab: -7%[87.6 µM]; GPT2 inh: -52%[88.5 µM]; IP6K1 inh: 0

How did Cc1ccc(CNC(=O)C2(C)CCCCC(=O)N2)cc1 (stereo not given) do in these assays?
SNCA expr inh: -19%; HEK293 tox: -7%; NIH3T3 tox: inactive; FLuc inh: -4%; HEK293 viab: -1%; GPT2 inh: inactive; IP6K1 inh: 28

What do the screens show for `CCOC(=O)C1CCN(C(=O)c2cc(-c3ccc(F)cc3)c3nncn3n2)CC1`?
SNCA expr inh: -14%; HEK293 tox: -28%; NIH3T3 tox: inconclusive; HEK293 viab: 8%; GPT2 inh: inactive; IP6K1 inh: -5

How did COc1cccc(NC(=O)c2cnc3c(c2)N(C(=O)Cc2cn(C)c4ccccc24)CCC3)c1 do in these assays?
SNCA expr inh: 10%; HEK293 tox: inconclusive; NIH3T3 tox: inconclusive; FLuc inh: 2%; HEK293 viab: inconclusive; GPT2 inh: -7%; IP6K1 inh: 13

How did Cc1ccc(NC(=O)CN2C(=O)c3ccccc3Sc3ccc(C(=O)N4CCCC4)cc32)cc1 do in these assays?
SNCA expr inh: 0%; HEK293 viab: -20%; IP6K1 inh: 6

How did CCc1ccc(CNC(=O)c2ccc(NC(=O)N3CCSc4ncccc43)cc2)cc1 do in these assays?
SNCA expr inh: 23%; HEK293 viab: -5%; IP6K1 inh: 3

Results for CC(=O)Nc1ccc(CN[C@@H]2CO[C@H](CNC(=O)c3cccs3)[C@H]2O)cc1 ?
SNCA expr inh: 11%[87.6 µM]; HEK293 tox: 2%[172 µM]; NIH3T3 tox: 0%[174 µM]; FLuc inh: 3%[172 µM]; HEK293 viab: -9%[87.6 µM]; GPT2 inh: 3%[88.5 µM]; IP6K1 inh: 11

Results for CN(C)c1cc(N2CCCC(NC(=O)CCc3ccccc3)C2)ncn1 (stereo not given) ?
SNCA expr inh: -1%; HEK293 tox: 2%; NIH3T3 tox: -4%; FLuc inh: -5%; HEK293 viab: 4%; GPT2 inh: -38%; IP6K1 inh: 5

What do the screens show for `COc1ccc(S(=O)(=O)NCC(c2ccco2)N2CCOCC2)cc1C` (stereo not given)?
SNCA expr inh: 15%; HEK293 viab: inconclusive; IP6K1 inh: -10

What do the screens show for `COC(=O)c1ccc(Cn2c(=O)cc(C)c3c(C)nn(C)c32)cc1`?
SNCA expr inh: 66%[activator]; HEK293 viab: 3%; IP6K1 inh: 5

Results for O=C(c1ccc2n[nH]nc2c1)N1C[C@H](CO)C[C@H](CN2CCOCC2)C1 ?
SNCA expr inh: 26%; HEK293 tox: -30%; NIH3T3 tox: 1%; FLuc inh: -3%; HEK293 viab: 3%; GPT2 inh: 0%[11.5 µM]; IP6K1 inh: -6

How did COc1cccc(N2C(=O)NC(=NC3CCCC3)C23CCN(C(=O)c2ccccc2)C3)c1 (stereo not given) do in these assays?
SNCA expr inh: 4%; HEK293 tox: 3%; NIH3T3 tox: -14%; HEK293 viab: 5%; GPT2 inh: 4%; IP6K1 inh: -3

How did COCCCNC(=O)c1c(NC(=O)c2cc(=O)c3cc(C)c(C)cc3o2)sc2c1CCCC2 do in these assays?
SNCA expr inh: -3%; HEK293 viab: 1%; IP6K1 inh: 6

Results for CC1CCC2(OC1)OC1CC3C4CC=C5CC(O)CC(O[C@@H]6OC[C@@H](O)[C@H](O)[C@H]6O)C5(C)C4CCC3(C)C1(O)C2C (stereo not given in full) ?
HEK293 viab: -5%[23.9 µM]; GPT2 inh: inactive; IP6K1 inh: 24

Results for O=C(CC(F)(F)F)N1CCC(N2C(=O)C3(CCCC3)C2c2ccccc2)CC1 (stereo not given) ?
SNCA expr inh: 48%[activator]; HEK293 tox: -9%; NIH3T3 tox: inconclusive; FLuc inh: -10%; HEK293 viab: 7%[12.5 µM]; GPT2 inh: inactive; IP6K1 inh: -19

What do the screens show for `O=C(C(Cc1cccc(C(F)(F)F)c1)NS(=O)(=O)c1cc(F)c2c(c1)CCNC2)N1CCCC1` (stereo not given)?
HEK293 viab: -33%; GPT2 inh: inconclusive; IP6K1 inh: 8

What do the screens show for `CCOc1ccc(N2CC(c3nc4ccccc4n3CCCOc3ccccc3OC)CC2=O)cc1` (stereo not given)?
SNCA expr inh: -15%; HEK293 viab: inconclusive; IP6K1 inh: 22

What do the screens show for `Cc1cccc(CCNC(=O)c2ccc3c(c2)nc2n3CCC(C)C2)c1` (stereo not given)?
SNCA expr inh: 81%[activator]; HEK293 viab: 11%; IP6K1 inh: -1

How did COC(=O)c1ccccc1NC(=O)CSc1nc2ccsc2c(=O)n1CCC(C)C do in these assays?
SNCA expr inh: -5%; HEK293 viab: 13%; IP6K1 inh: -2

How did O=c1cc(-c2ccncc2)oc2c(-c3ccc(CO)cc3)nccc12 do in these assays?
SNCA expr inh: -23%[87.6 µM]; HEK293 tox: inconclusive; NIH3T3 tox: inconclusive; FLuc inh: 10%[172 µM]; HEK293 viab: 3%[87.6 µM]; GPT2 inh: inconclusive; IP6K1 inh: -8

How did COc1cc(CN2CCC3(CC2)CC(O)CCO3)cc(OC)c1 (stereo not given) do in these assays?
SNCA expr inh: 21%; HEK293 tox: inactive; NIH3T3 tox: -11%; FLuc inh: -11%; HEK293 viab: -16%; GPT2 inh: -23%; IP6K1 inh: 13

How did O=C(NCc1cccc(C(F)(F)F)c1)c1ccc2nnc(C3CCCC3)n2c1 do in these assays?
SNCA expr inh: 25%; HEK293 tox: 45µM*; NIH3T3 tox: inconclusive; HEK293 viab: -3%; GPT2 inh: -4%; IP6K1 inh: -4

Results for Cc1ccc(-c2nnc(C3CN(C(=O)c4sccc4C)CC34CCOCC4)o2)cc1 (stereo not given) ?
SNCA expr inh: -8%; HEK293 tox: inconclusive; NIH3T3 tox: inactive; FLuc inh: 0%; HEK293 viab: -15%; GPT2 inh: -3%; IP6K1 inh: 10

What do the screens show for `COCCN1C(=O)[C@@H]2C[C@@H](CN2C(=O)Cc2ccccc2)Oc2ccccc21`?
SNCA expr inh: -5%[87.6 µM]; HEK293 tox: -29%[172 µM]; NIH3T3 tox: inconclusive; FLuc inh: -13%[172 µM]; HEK293 viab: -1%[87.6 µM]; GPT2 inh: 0%[88.5 µM]; IP6K1 inh: 49

Results for CNC(=O)c1cc(C)nc2onc(C3CCCN(C(=O)c4ccc(OC)cc4)C3)c12 (stereo not given) ?
HEK293 tox: 0%; NIH3T3 tox: -25%; IP6K1 inh: 5

Results for COc1cc2c(cc1OC)-c1cc(=Nc3c(C)cc(C)cc3C)n(C)c(=O)n1CC2 ?
SNCA expr inh: 8%; HEK293 viab: 2%; GPT2 inh: inactive; IP6K1 inh: 30

How did O=C(CCCn1cncn1)NC1CC(c2cc(=O)[nH]c(C3CC3)n2)C1 (stereo not given) do in these assays?
SNCA expr inh: 25%; HEK293 tox: 3%; NIH3T3 tox: 2%; FLuc inh: 2%; HEK293 viab: inconclusive; GPT2 inh: -2%; IP6K1 inh: 20

Results for O=C(NCCc1ccccc1)c1ccc2nnc(-c3ccc(OC(F)(F)F)cc3)n2c1 ?
SNCA expr inh: 3%; HEK293 tox: inconclusive; NIH3T3 tox: inconclusive; HEK293 viab: -4%; GPT2 inh: inactive; IP6K1 inh: -3

How did COc1ccc(-c2[nH]c3ccccc3c2SCCNC(=O)c2ccc(S(=O)(=O)N(C)C)cc2)cc1 do in these assays?
SNCA expr inh: inconclusive; HEK293 viab: 3%; IP6K1 inh: -10

What do the screens show for `Cc1ccc2nc(NC(=O)CSc3ncc(C(=O)Nc4ccc(F)cc4)c(=O)n3C)sc2c1`?
SNCA expr inh: 57%[activator]; HEK293 viab: 2%; IP6K1 inh: -6

How did O=C(NCc1cccs1)c1cc(-c2ccc(F)cc2)c2nncn2n1 do in these assays?
SNCA expr inh: -10%; HEK293 tox: -36%; NIH3T3 tox: -25%; HEK293 viab: -30%; GPT2 inh: inactive; IP6K1 inh: 22

How did CCc1nc2nc(C)cc(Nc3cc(Cl)ccc3OC)n2n1 do in these assays?
SNCA expr inh: -20%; HEK293 viab: 2%; IP6K1 inh: -15

How did CN1c2cc(C(=O)N3CCN(c4ccccn4)CC3)ccc2C(=O)N2CCCCC21 (stereo not given) do in these assays?
SNCA expr inh: 4%; HEK293 tox: inconclusive; NIH3T3 tox: -30%; FLuc inh: -15%; HEK293 viab: 28%[12.5 µM]; GPT2 inh: inactive; IP6K1 inh: -12
